High-throughput results as filed in PubChem.
Tau FP inhib – blocks human tau fibril formation measured by polarization; K18 P301L tau heparin fibrillization, Alexa594 FP, 6 h; hit rate 0.39% among 280,000; Potency, µM (top dose mostly 57.7 µM), for the others: top-dose activity, negative = inhibition, actives largely listed as inhibitors; note: % is set by controls: 0 for no effect and ±100 for the full control effect; nearly all actives have a fitted effect of over 55% in size
Target sequence (P10636 561-689 P618L limits assumed): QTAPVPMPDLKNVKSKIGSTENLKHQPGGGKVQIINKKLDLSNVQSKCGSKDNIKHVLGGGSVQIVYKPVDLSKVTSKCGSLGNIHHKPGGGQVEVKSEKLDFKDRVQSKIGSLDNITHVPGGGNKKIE
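Heparin (20 uM) drove fibril formation of recombinant tau K18 P301L, 15 uM unlabeled with 0.24 uM Alexa 594 label, for 6 hr at 37 C in 100 mM sodium acetate pH 7. Fluorescence polarization (555/632 nm) read 1 hr after 30 uM ThT.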
Tau ThT inhib – blocks human tau fibril formation measured by thioflavin T. hit rate 2.1% among 270,000. recombinant tau K18 P301L, heparin-induced fibrillization, ThT fluorescence. Potency, µM (top dose mostly 57.4 µM), inactives show at the top dose activity, negative = inhibition, usual class: inhibitors. P10636; note: % is set by controls: 0 for no effect and ±100 for the full control effect; nearly all actives have a fitted effect of over 55% in size
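Tau K18 P301L fragment (15 uM unlabeled plus 0.24 uM Alexa 594-labeled) in 100 mM sodium acetate pH 7 with compound, fibrillization induced by 20 uM heparin for 6 hr at 37 C. Thioflavin T (30 uM) added, fluorescence read after 1 hr (ex 450, em 510 nm).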
HTT cytoprotect – Huntington cell model cytoprotection by ATP luminescence | PC12 HTT-Q103 induced, cytoprotection, ATP luminescence, 40 h | Potency, µM (highest dose often 56.4 µM), inactives show cytoprotection (ATP increase), actives largely listed as activators | hit rate 0.14% among 230,000 | AID 1471;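 note: % of control where 0% means no effect; nearly all actives have a fitted effect of over 45% in size; toxic huntingtin expression switched on by the ecdysone agonist tebufenozide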
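Huntington model: PC12 line, ecdysone-inducible HTTQ103 exon1–GFP, tebufenozide 100 nM. Test articles in a dose series. Endpoint luminescence from cellular ATP.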
RECQ1 helicase – RECQ1 (human) helicase inhibition; RECQ1 DNA unwinding, red fluorescence kinetic read; Potency, µM (titrated, usually from 57.3 µM), for the others: at the top dose activity, negative = inhibition, most hits filed as inhibitors; hit rate 0.54% among 240,000; AID 2549;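 note: plate controls were vehicle for no effect and no enzyme for full effect; nearly all actives have a fitted effect of over 30% in size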
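RECQ1T1 50 nM; forked duplex (20 bp + 30-nt ss tails) 200 nM, ATP 2 mM final; pH 8.0, 2 mM MgCl2, 2.5 ug/ml poly(dI-dC); 15 min compound preincubation; discontinuous kinetic read over 2 h at RT.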
Tau fluor counter – counter-screen for tau fibril formation inhibitors; hit rate 0.93% among 280,000; AID 1463; tau K18 P301L Alexa594 fluorescence, heparin fibrillization; Potency, µM (titrated, usually from 57.7 µM), without a hit: at the top dose activity change, negative = decrease; note: % is set by controls: 0 for no effect and ±100 for the full control effect; nearly all actives have a fitted effect of over 55% in size
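Human tau K18 P301L (15 uM unlabeled, 0.24 uM Alexa 594-labeled) in 100 mM sodium acetate pH 7 with 20 uM heparin, 6 hr at 37 C. ThT 30 uM added, 1 hr ambient; Alexa 594 FP and total fluorescence read at 555/632 nm.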
TexasRed fluor – Texas Red fluorescence interference in TRb-SRC2 counter-screen; TRb/SRC2 Texas Red total fluorescence interference; Potency, µM (highest dose often 106 µM), for the others: at the highest dose fluorescence change, negative = quenching; hit rate 0.29% among 280,000; active = well fitted curve in either direction with a large enough effect; inconclusive = small, poorly fitted or top-dose-only effect; note: % is set by controls: 0 for no effect and ±100 for the full control effect
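Human TRb ligand-binding domain at 0.6 uM with 20 nM Texas Red SRC2 peptide in Tris buffer containing 1 uM T3 and 5% DMSO, incubated with compound 5 h at ambient temperature. Total fluorescence (555/632 nm) calculated as parallel + 2 × perpendicular.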
TRb-SRC2 inh – TRbeta-SRC2 interaction inhibition; P10828; TRbeta-SRC2 peptide binding, fluorescence polarization; receptor liganded with 1 µM T3; Potency, µM (titrated, usually from 106 µM), for inactives: at the highest dose activity change, negative = inhibition, most hits filed as inhibitors; hit rate 0.065% among 280,000;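 note: plate controls were bound peptide for no effect and peptide without receptor for full effect; nearly all actives have a fitted effect of over 50% in size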
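TRb LBD 0.6 uM + Texas Red SRC2 peptide 20 nM, 1 uM T3, Tris buffer w/ 5% DMSO; compound pinned, 5 h RT; FP read ex 555/em 632; normalized to unbound and bound controls.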
L3MBTL1 block – L3MBTL1 (human) inhibition; Q9Y468; AlphaScreen L3MBTL1–H3K9me1 peptide binding; Potency, µM (top dose mostly 57.1 µM), for inactives: top-dose activity, negative = inhibition, actives largely listed as inhibitors; hit rate 0.66% among 230,000; AID 485360; note: % is set by controls: 0 for no effect and ±100 for the full control effect; nearly all actives have a fitted effect of over 60% in size
Target sequence (Q9Y468 whole entry, looked up): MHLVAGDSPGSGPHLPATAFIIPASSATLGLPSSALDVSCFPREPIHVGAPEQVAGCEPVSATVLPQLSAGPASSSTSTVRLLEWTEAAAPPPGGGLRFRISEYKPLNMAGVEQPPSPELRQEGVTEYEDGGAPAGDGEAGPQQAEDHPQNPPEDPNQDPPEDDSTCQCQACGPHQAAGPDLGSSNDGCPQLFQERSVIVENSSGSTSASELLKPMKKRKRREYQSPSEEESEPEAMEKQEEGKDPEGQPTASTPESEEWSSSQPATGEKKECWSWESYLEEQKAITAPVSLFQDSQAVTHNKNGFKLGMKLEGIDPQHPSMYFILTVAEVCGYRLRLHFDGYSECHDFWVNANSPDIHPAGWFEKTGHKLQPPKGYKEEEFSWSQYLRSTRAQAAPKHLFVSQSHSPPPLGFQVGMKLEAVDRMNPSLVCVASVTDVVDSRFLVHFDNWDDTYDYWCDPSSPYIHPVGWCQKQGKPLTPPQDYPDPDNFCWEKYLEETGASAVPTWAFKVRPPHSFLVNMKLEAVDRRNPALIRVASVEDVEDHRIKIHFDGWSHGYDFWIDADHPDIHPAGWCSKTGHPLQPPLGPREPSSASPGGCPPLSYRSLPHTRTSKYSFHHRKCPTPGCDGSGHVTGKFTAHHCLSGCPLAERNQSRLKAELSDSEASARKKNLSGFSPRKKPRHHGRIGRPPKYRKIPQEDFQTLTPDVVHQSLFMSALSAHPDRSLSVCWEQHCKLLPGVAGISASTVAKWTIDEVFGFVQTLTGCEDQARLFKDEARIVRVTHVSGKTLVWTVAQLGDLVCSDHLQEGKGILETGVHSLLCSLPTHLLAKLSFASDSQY
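Displacement of a biotinylated histone H3(1-15) peptide monomethylated at Lys9 (75 nM) from L3MBTL1 (50 nM) was measured by AlphaScreen after a 30 min room-temperature compound incubation; cefsulodin titration served as intraplate control.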
Active calls of the source: *; i = inactive; ? = inconclusive; nt = not tested or not shown; & = joins results of further samples; [ ] = dose if it differs, or a comment. Unless noted, calls come from the whole dose curve; as a rule, active = well fitted curve in the direction sought with a large enough effect; inconclusive = small, poorly fitted or top-dose-only effect, or another doubt; inactive = no such curve, though single readings can be large; an effect the other way counts as inactive or inconclusive. Potency is the fitted concentration of half-maximal effect.

Compound	Tau fluor counter	TRb-SRC2 inh	Tau FP inhib	RECQ1 helicase	Tau ThT inhib	TexasRed fluor	HTT cytoprotect	L3MBTL1 block
CC(=O)NC(c1ccc([N+](=O)[O-])cc1)c1c(O)ccc2ccccc12 (stereo unspecified)	-9%	-4%	1%	-4%	-12%	-3%	11%[10 µM]	-21%
N=c1c2ccccc2nnn1-c1cccc(C(F)(F)F)c1	0%	7%	7%	14%	0%	-2%	52%	-5%
O=C(COc1ccccc1F)N1CCc2ccccc2C1	4%	-5%	-2%	i	5%	-2%	39%[10 µM]	8%
COc1ccc2nc(SCC(=O)Nc3nonc3C)[nH]c2c1	-19%	0%	-10%	-3%	-17%	2%	2%[10 µM]	2%
Cc1cc(OCC(=O)O/N=C(\N)Cc2cccs2)ccc1Br	-21%	7%	-7%	0%	?	2%	-1%	74%[activator]
COC(=O)c1cc(OC)c(OC)cc1NC(=O)CN1CCCCC1	5%	-11%	5%	0%	1%	-1%	0%[0.074 µM]	24%[11.4 µM]
CCn1c(COc2ccc(=O)n(-c3ccccc3)n2)nnc1SCc1ccc(C)cc1	-4%	8%	-6%	-2%	3%	-5%	-20%	-11%
Cc1ccc(-c2nnn(CC(=O)N(CC3CCCO3)C(C(=O)NC(C)(C)C)c3ccc(F)cc3)n2)o1 (stereo unspecified)	-8%	-9%	-14%	-6%	-15%	0%	27%[10 µM]	?
COc1ccc(Nc2ccc3cc(S(=O)(=O)N4CCCC4)ccc3n2)cc1Cl	2.8µM*[quencher]	-2%	7%	nt	?	-2%	nt	nt
COc1ccccc1CNC(=O)CN1C(=O)CSc2ccc(S(=O)(=O)N(C)C)cc21	-3%	1%	-7%	nt	3%	0%	nt	nt
CCOc1cc(/C=N/NC(=O)COc2cccc(C)c2)ccc1OC(=O)c1cccs1	?	1%	-10%	-24%	?	-4%	7%	-2%
Cc1cccc(-c2nc(Cn3c(SCc4cc(C)ccc4C)nc4ccncc43)c(C)o2)c1	-11%	3%	-2%	nt	?	-1%	nt	nt
CC1CCN(CCCn2c(SCC(=O)Nc3ccccc3Cl)nc3ccccc3c2=O)CC1	-11%	-1%	-4%	-16%	-8%	-1%	-35%[inhibitor]	nt
COc1cccc(Cn2nnc(C(=O)Nc3cc(C)ccc3OC)c2N)c1	3%	9%	1%	1%	4%	-4%	-4%	-3%
Cc1cccc2cc(C#N)c(N3CCN(C)CC3)nc12	-3%	-5%	-3%	-4%	-3%	-1%	-21%[10 µM]	-3%
CCN1CCSc2ccc(C(=O)NCc3ccc(OC(C)C)cc3)cc21	?	-11%	?	nt	-13%	4%	nt	-8%
Cc1ccccc1OCC(=O)Nc1ccc(S(=O)(=O)N(Cc2ccccc2)c2ccccc2)cc1	-22%	1%	?	nt	8%	-24%	nt	nt
Cn1cnc(S(=O)(=O)N2CCCC(C(=O)NCc3ccc(Cl)cc3)C2)c1 (stereo unspecified)	-13%	4%	1%	nt	-9%	-3%	nt	nt
COc1cc(NC(=O)c2cc3nc(C4CC4)cc(C(F)(F)F)n3n2)c(OC)cc1Cl	-2%	2%	8%	-9%	-13%	0%	-8%	-7%
CCCC(=O)OCC(=O)Nc1ccc2c(c1)OCO2	-5%	3%	4%	-2%	-5%	3%	-14%	11%
CCC1=C(OC(=O)N(CC)CC)N2C(=O)OC(=NCc3ccccc3)[C@]2(C)[C@H]2C1=CC[C@H]1C(=O)NC(=O)[C@H]12	0%&0%	2%&1%	-3%&-5%	-13%&-8%	-5%&-1%	-10%&1%	-2%	nt
COc1cccc(-n2nnc3c(=O)n(CC(=O)Nc4cc(C)on4)cnc32)c1	4%	8%	-16%	i	-3%	0%	-26%	-2%
CSc1ccccc1C(=O)N1CCCCC1	7%	-1%	-2%	i	5%	-3%	-43%[inhibitor]	-3%[2.29 µM]
N#C/C(C(=O)NCc1ccco1)=C1/SC=C(c2ccccc2)N1c1ccccc1	9%	-7%	3%	5%	-3%	0%	-10%	0%
Cc1cc(NCCCn2ccnc2)n2nc(C)c(-c3ccccc3)c2n1	-13%	-13%	3%	i	-15%	-3%	-50%[inhibitor]	nt
Nc1ccccc1Sc1ccccc1[N+](=O)[O-]	-26%	-2%	9%	-2%	-15%	0%	-6%[10 µM]	-3%
O=C(COC(=O)CCc1c[nH]c2ccccc12)NC(c1ccccc1)c1ccccc1	14µM*[quencher]	4%	?	-22%	-9%	-3%	12%[10 µM]	-18%
CCOC(=O)c1cc2c(C)[nH]c(C)c2cc(C(=O)OCC)c1=O	-19%	5%[53 µM]	-15%	-11%	?	1%[53 µM]	0%[10 µM]	-11%
O=C(CN1CCN(Cc2ccc3c(c2)OCO3)CC1)Nc1ccc(N2CCOCC2)cc1	-10%	-7%	-4%	-13%	-9%	2%	?	nt
CCc1ccc[n+](-c2[nH]c(=O)sc2/C=N/NC([S-])=Nc2ccccc2)c1	-25%	4%	?	0%	25µM*	-9%	4%[10 µM]	-24%
CCCCC(O)(CCCC)C(=O)NN(C(=O)OC)c1ccc(C)cc1	-12%	7%	-9%	i	-3%	-4%	-13%[10 µM]	8%
COc1ccc(C(=O)Nc2ccc3oc(-c4cccnc4)nc3c2)cc1OC	-15%&-18%	-2%&-8%	-5%&-1%	2%	?	0%&1%	-17%[10 µM]	7%
CCOC(=O)c1ccccc1NC(=O)CN(c1ccccc1)S(=O)(=O)N(C)C	-5%	-13%	11%	-10%	-6%	-3%	12%	nt
CCC(C)(C)NC(=O)C(c1ccc(C)o1)N(Cc1cccs1)C(=O)Cn1nnc2ccccc21 (stereo unspecified)	-14%	-1%	-16%	28%	-21%	-1%	-24%[10 µM]	-4%
CCN(CC)c1ccc(NC(=O)CCc2nc3cccnc3n2Cc2cccs2)c(C)c1	-18%	5%	3%	nt	-17%	-1%	nt	nt
O=C(O)/C=C/c1ccc(O)c(O)c1	-21%&-15%&-13%&-20%&-18%	7%&1%&2%&2%&-1%&-3%	-10%&-12%&-8%&-12%&-14%	-6%&-14%&1%&-7%	?	?	12%	?
COc1cc(C(=O)Nc2sc(C(=O)N3CCOCC3)c(C)c2C#N)cc(OC)c1OC	0%	-1%	5%	-3%	-6%	0%	4%	nt
O=C(NCCCN1CCCC1=O)c1ccc(Cl)c(Cl)c1	-1%	-6%	-4%	-8%	3%	0%	-20%	8%
CCN1C(=O)c2cccc3c(NC(=O)c4ccc(OC)c(OC)c4)ccc1c23	-6%	-2%	4%	i	?	1%	1%[10 µM]	-5%
CC1Cc2ccccc2N1C(=O)CCS(=O)(=O)c1cccs1 (stereo unspecified)	-4%	0%	-4%	-8%	-12%	0%	-6%	-3%
COc1ccc2nc(NC(=O)CCc3ccc(OC)c(OC)c3)sc2c1	-13%	-8%	-2%	5%	?	1%	-25%	nt
O=C(Nc1nc2ccccc2[nH]1)C1CC(=O)N(c2ccc3c(c2)OCCO3)C1 (stereo unspecified)	-12%	-1%	11%	-15%	?	1%	19%[10 µM]	-18%
O=C(CCc1ccc(O)cc1)c1c(O)cc(O)cc1O[C@H]1OC(CO)C(O)C(O)C1O (stereo partly specified)	-13%	-10%	-2%	-6%	?	?	nt	nt
O=C1CSC(c2cccc([N+](=O)[O-])c2)N1c1ccc(O)cc1 (stereo unspecified)	-1%	-6%	5%	-4%	-7%	0%	-7%	nt
CCOC(=O)c1cc(CC)sc1NC(=O)Cc1ccsc1	-17%	-2%	-4%	i	-9%	-1%	-3%	29%
CCOC(=O)C1CCN(C(=O)CCCN2C(=O)c3ccccc3C2=O)CC1	1%	-18%	5%	-13%	-5%	1%	8%[10 µM]	7%
Cc1ccc(SCCC(=O)Nc2cccc(N(C)S(C)(=O)=O)c2)cc1	-17%	-2%	8%	-3%	-13%	-7%	-5%	nt
CC(C)C(=O)Nc1ccccc1C(=O)OCC(=O)c1ccc2c(c1)OCCO2	-20%	4%	1%	-9%	-12%	1%	4%[10 µM]	18%
CCCCc1nnc(NC(=O)CSc2nc(N)cc(=O)[nH]2)s1	-3%	-11%	9%	-13%	-1%	1%	3.2µM*	nt
Clc1cccc(-c2cc3nc4c(c(NCc5ccco5)n3n2)CCCC4)c1	-23%	3%	10%	-11%	?	-8%	-56%[inhibitor]	-9%
Cc1ccc(NC(=S)NCCC2=CCCCC2)cc1	-26%	-7%	13%	8%	-18%	1%	-84%[inhibitor]	nt
Fc1ccccc1Nc1n[nH]c(=S)s1	-2%	2%	-2%	9%	-17%	-2%	-21%	-1%
O=C(OCCOc1ccccc1Cl)c1ccc(-n2cnnn2)cc1	?	-4%	-7%	-8%	-13%	-9%	-5%	9%
COc1cccc(CNC(=O)C2CCN(S(=O)(=O)c3ccc4c(c3)CCCN4C(C)=O)CC2)c1	-10%	-5%	-8%	nt	2%	-1%	nt	nt
O=C(Oc1ccc(Cl)cc1)c1ccc(N2CCOCC2)c([N+](=O)[O-])c1	?	2%	2%	-13%	?	-2%	-1%[10 µM]	-19%
CCN(CC)S(=O)(=O)c1ccc(C(=O)Oc2ccc3c(c2)OCO3)cc1	-15%	-1%	3%	-7%	-16%	0%	0%	6%[11.4 µM]
Cc1cccc(NC(=O)Cn2c(=O)oc3cc(S(=O)(=O)N4CCCCCC4)ccc32)c1	-7%	10%	-13%	nt	17%	-3%	nt	nt

These rows are one share of the data; count on the stated rates, not on these rows.
